# LAP4 TOR yeast: yeast TOR pathway LAP4-GFP modulation; S. cerevisiae LAP4-GFP multiplex, flow cytometry GFP, 3 h; median GFP as percent of DMSO wells; GFP response vs DMSO, % at 10 µM; 320,000 compounds, 0.34% hits;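 active means GFP response vs DMSO above a set limit, about the screen mean plus 3 SD, cut at about 150% in these data; inconclusive means under 70 cell events counted for the yeast strain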
# AGP1-GFP MLPCN: yeast TOR pathway AGP1-GFP modulation. 320,000 compounds, 0.02% hits. S. cerevisiae AGP1-GFP multiplex flow cytometry, 3 h; GFP as percent of DMSO wells. GFP response vs DMSO, % at 10 µM. AID 2066;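 active means GFP response relative to DMSO above a set limit, near screen average plus 3 SD, cut at about 150% in these data; inconclusive means fewer than 70 cells counted for the yeast strain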;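 further: median GFP channel fluorescence of the gated AGP1 strain per well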
# VLA-4 inh: inhibition in a human VLA-4 binding assay | 330,000 compounds, 0.2% hits | AID 2557 | P13612 | VLA-4 expressing cells, ligand binding flow cytometry | inhibition, % (about 7 µM as worked out from the volumes in the protocol); in the data active means inhibition above about 50%
# GRK2 aptamer HTS: blocks RNA aptamer binding to human GRK2; 330,000 compounds, 0.59% hits; AID 488847; P25098; bead flow cytometry, FAM-aptamer displacement from GRK2; inhibition of aptamer binding, % at 10 µM;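 active means inhibition of aptamer binding above 40%, roughly 3 SD of noise, on plates passing a quality check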;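 further: median bead fluorescence of bound FAM aptamer so fluorescent compounds give negative values; no value below 0 was filed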
# Target sequence (P25098 whole entry, looked up): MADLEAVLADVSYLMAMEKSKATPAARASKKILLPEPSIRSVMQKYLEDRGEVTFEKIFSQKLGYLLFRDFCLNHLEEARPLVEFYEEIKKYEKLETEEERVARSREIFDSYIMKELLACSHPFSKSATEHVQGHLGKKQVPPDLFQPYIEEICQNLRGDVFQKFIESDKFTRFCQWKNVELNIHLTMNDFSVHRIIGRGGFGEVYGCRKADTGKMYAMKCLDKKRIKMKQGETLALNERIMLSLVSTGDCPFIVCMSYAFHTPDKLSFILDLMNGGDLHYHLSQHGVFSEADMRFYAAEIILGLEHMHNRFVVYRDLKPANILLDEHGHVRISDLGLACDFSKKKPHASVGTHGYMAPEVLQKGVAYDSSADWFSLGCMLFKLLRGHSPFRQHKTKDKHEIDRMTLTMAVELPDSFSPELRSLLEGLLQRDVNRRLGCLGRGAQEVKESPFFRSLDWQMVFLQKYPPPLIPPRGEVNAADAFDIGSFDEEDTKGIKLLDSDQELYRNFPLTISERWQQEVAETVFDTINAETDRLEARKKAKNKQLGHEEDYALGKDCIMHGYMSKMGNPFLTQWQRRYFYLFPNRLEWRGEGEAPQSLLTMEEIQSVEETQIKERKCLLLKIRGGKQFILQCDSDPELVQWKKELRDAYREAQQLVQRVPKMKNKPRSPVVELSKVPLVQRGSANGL
# MEP2-GFP yeast: alters MEP2-GFP fluorescence in TOR pathway yeast screen; S. cerevisiae MEP2-GFP strain, flow cytometry GFP, 3 h; 100% = DMSO control level; GFP response vs DMSO, % at 10 µM; 330,000 compounds, 0.51% hits; AID 2016;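 active means GFP response versus DMSO above a set limit, roughly screen mean plus 3 SD, cut at about 180% in these data; inconclusive means fewer than 70 cells counted for a yeast strain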;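 further: median GFP fluorescence of the barcode-gated MEP2-GFP cells per well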
# CR mimetic SO: caloric restriction mimetics inhibiting age-related superoxide in yeast. S. cerevisiae aged cells, superoxide DHE fluorescence; active compounds read low. superoxide response (% of plate mean), % at 10 µM. 330,000 compounds, 0.18% hits. AID 2690;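 active means superoxide response under a set limit, about three screen SD below normal, cut at about 65% in these data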;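 further: yeast aged for seven days with compound at 30 °C before DHE staining; 100% = average MFI of all compound-treated wells on the plate with controls excluded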
# RPL19A TOR yeast: alters RPL19A-GFP fluorescence in TOR pathway yeast screen | percent response vs DMSO, % at 10 µM | AID 2025 | 330,000 compounds, 0.3% hits | S. cerevisiae RPL19A-GFP strain, flow cytometry, 3 h; active compounds read low;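 active means percent response vs DMSO below 50%; inconclusive means fewer than 70 events counted for the yeast strain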;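 further: median channel GFP fluorescence of the barcoded RPL19A-GFP strain; ratio of sample median GFP to plate DMSO average so 100% = DMSO; lower means less RPL19A-GFP as with rapamycin TOR inhibition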
# CIT2 TOR yeast: alters CIT2-GFP fluorescence in TOR pathway yeast screen | GFP response vs DMSO, % at 10 µM | 320,000 compounds, 0.065% hits | S. cerevisiae CIT2-GFP strain, flow cytometry, 3 h; 100 means same as DMSO wells | AID 2029;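 active means GFP response relative to DMSO above a set limit, near the screen mean plus 3 SD, cut at about 150% in these data; inconclusive means Fewer than 70 cells measured for a yeast strain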;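 further: ratio of well median GFP fluorescence to mean of DMSO wells on the plate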
# The depositor's hits bear a star; ? = inconclusive; · = not tested or not shown; [ ] = another dose, or the depositor's remark.
SMILES,LAP4 TOR yeast,AGP1-GFP MLPCN,VLA-4 inh,GRK2 aptamer HTS,MEP2-GFP yeast,CR mimetic SO,RPL19A TOR yeast,CIT2 TOR yeast
CC(=O)c1ccc(NC(=O)/C(=C\c2ccc(F)cc2)NC(=O)c2ccco2)cc1,92,98,-4,0,101,103,104,101
CCOC(=O)C1CCN(Cc2ccc(OCc3ccccc3)c(OC)c2)CC1,91,93,10,2,113,103,103,102
CCOC(=O)N1CCC(NCCNC(=O)c2ccccc2Cl)CC1,101,95,2,3,96,99,97,101
C/C(=N\NC(=O)C(C)Sc1ccccc1)C(C)(C)C (stereo unspecified),100,106,-3,0,106,92,101,103
CCN(CC)C(=O)Oc1cc(COC)nc(-c2ccccc2)n1,102,94,-4,0,96,100,98,85
Cc1ccc(OCCC(=O)Nc2ccccc2C(=O)N2CCCCC2)cc1,104,103,2,2,99,92,96,102
Cc1ccc(C(=O)CSc2nc(-c3ccccc3)ccc2C#N)cc1,88,100,-14,2,103,98,106,104
COc1cc(/C=N/N2CCN(Cc3ccccc3)CC2)cc(OC)c1OC(C)=O,89,105,21,2,106,100,106,111
COC(=O)c1cnc2c(c1C(=O)OC)c(=O)n(C)c(=O)n2C,96,106,-2,5,107,96,100,103
COc1ccc(OCC(=O)NC2CCSc3ccccc32)cc1 (stereo unspecified),105,102,7,0,101,82,97,100
O=C(COC(=O)Cc1c(F)cccc1Cl)NCc1ccc2c(c1)OCO2,105,110,-5,0,106,93,100,105
COc1ccc(OC)c(NC(=O)NCc2ccc(F)cc2)c1,92,98,-1,0,96,101,93,93
Cc1ccc(C(=O)NC2CC(C)(C)NC(C)(C)C2)cc1S(=O)(=O)N1CCCCC1,101,109,22,0,114,98,100,99
CC(C)C(NC(=O)CC12CC3CC(CC(C3)C1)C2)C(=O)O (stereo unspecified),97,97,-15,1,111,108,98,94
COc1ccc(-c2sc3ccccc3c2-c2ccc(OCCN3CCOCC3)cc2)cc1,114,80,25,5,88,128,79,72
CCOC(=O)c1sc(N/N=C/c2ccccc2)nc1C,104,99,·,0,108,106,102,106
COc1ccc2nc(Sc3c([N+](=O)[O-])nc(C)n3Cc3ccccc3)[nH]c2c1,98,89,-15,0,108,115,89,99
COc1cc(-c2c(C#N)c(N)nc3[nH]c(=S)[nH]c(=O)c23)ccc1O,110,105,23,2,102,95,104,99
NC1=NC(=O)/C(=C/c2cccc(F)c2)S1,93,96,-1,2,95,102,96,99
Cc1cc(N)ccc1N1CCCC1,103,106,-1,0,103,92,103,98
Nn1c(SCC(=O)Nc2ccc3c(c2)OCO3)nnc1-c1cccc(Cl)c1,105,100,-5,0,99,93,93,86
O=C(c1cc2c(s1)-c1ccccc1OC2)N1CCN(c2ccccc2)CC1,96,103,15,1,102,88,99,100
COc1ccc(NS(=O)(=O)c2cccc3cccnc23)cc1Cl,102,98,14,12,94,91,101,94
O=C(NCCN1CCOCC1)c1cccc(NS(=O)(=O)c2ccc(Br)cc2)c1,98,107,-3,3,98,103,100,103
CC(C)Oc1cccc(OCCN2C(=O)c3ccccc3C2=O)c1,94,93,-2,1,106,116,102,98

# The list goes on:
SMILES,LAP4 TOR yeast,AGP1-GFP MLPCN,VLA-4 inh,GRK2 aptamer HTS,MEP2-GFP yeast,CR mimetic SO,RPL19A TOR yeast,CIT2 TOR yeast
CCOc1ccc(N2CC(C(=O)Nc3ccc(S(=O)(=O)Nc4ncccn4)cc3)CC2=O)cc1 (stereo unspecified),104,105,-5,1,104,102,101,97
CCOc1ccc(CNC(=O)CCC(=O)n2nc(C)c3ccccc32)cc1,91,104,11,0,116,109,109,110
O=C(Cn1cnc2ccccc2c1=O)NCCC(=O)N1CCN(Cc2ccccc2)CC1,97,104,3,3,106,97,100,109
c1ccc(CSc2nnnn2-c2ccccc2)cc1,104,102,-2,3,101,101,102,102
CCc1ccc(CN2CCC(Oc3ccc(C(=O)NCc4ccccn4)cc3)CC2)o1,108,108,1,0,109,81,110,120
Cc1ccc(NC(=O)CCNS(=O)(=O)c2ccc3c(c2)c(=O)n(C)c(=O)n3C)cc1C,107,101,-10,0,92,86,98,94
COc1ccc(CC(=O)Nc2cccc(-c3cn4ccccc4n3)c2)cc1,98,105,8,3,105,98,104,101
CCCSc1nnc2[nH]c(=O)cc(N)n12,101,97,3,2,104,99,94,99
CCN1CCN(CCNC(=O)CCCCCn2c(=O)[nH]c3cc(C(=O)OC)ccc3c2=O)CC1,?,?,8,2,88[may fluoresce red],76,?,87[may fluoresce red]
O=C(N/N=C/c1cccc(OCc2ccccc2)c1)c1ccc(Br)o1,102,91,3,0,87,106,94,86
Cc1ccc(S(N)(=O)=O)cc1NC(=O)/C=C/c1cccs1,98,93,-2,0,100,83,102,116
COC(=O)c1nn(-c2ccccc2)c(Cl)c1/C=N/OCc1ccc(Cl)cc1Cl,100,97,-1,0,103,118,99,98
Cc1nc2ccccn2c1P(=O)(N1CCCCC1)N1CCCCC1,89,72,17,0,93,103,107,63
COc1nc(N2CCCC2)nc(-n2nnc(C(C)=O)c2C)n1,98,101,2,0,106,105,108,114
COc1ccc(C(=O)C2CCCN(S(=O)(=O)c3cccc(C)c3)C2)c(C)c1 (stereo unspecified),85,86,0,0,87,102,97,85
COc1cc2c3nc4n(c(=O)c3n(CC(=O)NCC3CCCO3)c2cc1OC)CCS4 (stereo unspecified),95,93,-2,0,91,107,96,87
COC(=O)C1=C(CCc2ccccc2)NC(=O)NC1c1ccc(C#N)cc1 (stereo unspecified),138,90,-4,0,88,107,98,112
Cc1ccc(C2CC2c2n[nH]c(=S)n2-c2ccc(C)cc2)cc1 (stereo unspecified),98,85,9,1,101,102,96,91
COc1ccccc1N1CCN(C(=O)c2sc3ncn(CC(=O)N4CCC(C)CC4)c(=O)c3c2C)CC1,93,101,12,2,102,78,97,110
Cc1cccc(N2C(=O)SC(N(C)c3ccccc3)C2=O)c1 (stereo unspecified),101,93,-18,0,102,91,96,97
COc1ccc(CN2CCN(C)CC2)cc1OCc1ccccc1,98,103,0,2,98,100,98,98
Cc1cc(C)c(C#N)c(SCC(=O)NN2CC(=O)N(c3ccccc3F)CC2=O)n1,89,97,14,2,96,99,100,96
O=C(CNC(=O)c1ccc(Cl)cc1Cl)OCC(=O)c1ccc2c(c1)OCCO2,103,87,-9,1,89,86,95,78
Cc1occc(=O)c1OCc1ccc(Cl)cc1Cl,110,106,11,3,116,101,107,106
COc1ccc(C2(O)CCN(Cc3nnnn3Cc3ccc(F)cc3)CC2)cc1,105,92,7,3,101,105,97,92

# Filtered by structure: those above with a furan ring, fused or not
SMILES,LAP4 TOR yeast,AGP1-GFP MLPCN,VLA-4 inh,GRK2 aptamer HTS,MEP2-GFP yeast,CR mimetic SO,RPL19A TOR yeast,CIT2 TOR yeast
CC(=O)c1ccc(NC(=O)/C(=C\c2ccc(F)cc2)NC(=O)c2ccco2)cc1,92,98,-4,0,101,103,104,101
CCc1ccc(CN2CCC(Oc3ccc(C(=O)NCc4ccccn4)cc3)CC2)o1,108,108,1,0,109,81,110,120
O=C(N/N=C/c1cccc(OCc2ccccc2)c1)c1ccc(Br)o1,102,91,3,0,87,106,94,86

# (next part)
SMILES,LAP4 TOR yeast,AGP1-GFP MLPCN,VLA-4 inh,GRK2 aptamer HTS,MEP2-GFP yeast,CR mimetic SO,RPL19A TOR yeast,CIT2 TOR yeast
CNC[C@H]1Oc2c(NS(=O)(=O)c3ccccc3)cccc2C(=O)N([C@H](C)CO)C[C@@H]1C,90,103,15,7,97,114,101,104
CCOC(=O)c1c(COC(=O)c2ccco2)nc2ccccc2[n+]1[O-],104,·,13,2,93,100,97,95
O=C(O[C@H]1[C@H](Oc2ccccc2COC(=O)C2(O)C=CCCC2=O)O[C@H](CO)[C@@H](O)[C@@H]1O)c1ccccc1 (stereo partly specified),99,87,-1,0,90,97,98,97
Cc1cccc(C)c1N=C1C(=O)Nc2ccccc21,93,95,5,0,99,101,104,95
CC(=O)Nc1ccc(NC(=O)C(C)OC(=O)c2ccc(N(C)C)cc2)cc1 (stereo unspecified),86,97,8,0,103,89,101,103
COc1cc(C=NNC(=O)c2ccc(NS(=O)(=O)c3cccs3)cc2)cc(Br)c1O,94,93,0,2,97,81,94,105
COc1ccc(C(=O)Nc2ccccc2-c2nnn(CC(=O)NCc3ccco3)n2)cc1,·,92,4,0,90,99,95,90
COc1ccccc1OCCC(=O)OCC(=O)c1[nH]c(C)c(C(C)=O)c1C,100,99,2,0,102,106,100,93
C[C@@]12C(=O)NCC(=O)N1[C@@H]1c3cc(Br)ccc3OC[C@@H]1[C@@H]2c1ccccc1,102,104,10,1,99,79,96,102
COc1ccc(CN(C)Cc2nc3scc(-c4ccccc4)c3c(=O)[nH]2)cc1OC,87,92,8,3,98,99,102,95
Cc1ccc(-c2csc(NCCn3c(C)nc4cc(C(F)(F)F)ccc43)n2)cc1,107,100,12,1,99,86,93,96
CCCCn1nc(C(=O)N(CCOC)c2c(N)n(CCCC)c(=O)[nH]c2=O)c2ccccc2c1=O,86,103,12,0,104,92,99,94
CCCN(CC(=O)Nc1ccc(Cl)cc1Cl)C(=O)c1ccc(=O)[nH]c1,89,94,-8,0,98,106,98,95
CC(=O)c1ccc(NC(=S)NCCc2ccc(S(N)(=O)=O)cc2)cc1,101,101,-1,0,100,99,96,101
COc1ccc(CCN2CCCC(CN(C)Cc3cc(Cl)c(O)c(OC)c3)C2)cc1 (stereo unspecified),93,108,-5,0,103,110,107,105
CCCc1nc(SCc2ccccn2)c2c(=O)n(C)c(=O)n(C)c2n1,93,97,-10,4,99,82,89,99
Cc1ccc(Cl)cc1NC(=O)C1CCCN(S(=O)(=O)c2c(C)noc2C)C1 (stereo unspecified),100,110,2,1,100,95,108,105
Cc1cc(C)n(-c2ncc(C#N)cn2)n1,97,101,0,0,100,85,102,106
CCn1ncc(S(=O)(=O)Nc2cccnc2)c1C,83,92,-4,3,89,104,97,97
CC1Oc2ccccc2OC1C(=O)Nc1ccccn1 (stereo unspecified),109,93,-9,20,99,92,95,100
C#CCSc1nnc(CSc2nc3ccccc3s2)n1-c1ccccc1,97,94,7,5,91,95,94,90
CC1CCc2sc(C(=O)N(C)CC(=O)Nc3ccc(N4CCOCC4)cc3)cc2C1 (stereo unspecified),98,95,-5,0,97,96,102,96
Cn1c(CC(=O)Nc2ccccc2)n[nH]c1=S,106,101,7,0,98,113,101,94
COC(=O)c1cccc(NC(=O)CSc2ncn[nH]2)c1,99,106,1,2,105,96,101,106
COc1ccc(CCN2CC(C(=O)NCCCn3nc(C)cc3C)CCC2=O)cc1 (stereo unspecified),96,95,-108,1,93,94,96,93

# Next section:
SMILES,LAP4 TOR yeast,AGP1-GFP MLPCN,VLA-4 inh,GRK2 aptamer HTS,MEP2-GFP yeast,CR mimetic SO,RPL19A TOR yeast,CIT2 TOR yeast
N#CCCN(C(=O)CN1c2cccc3cccc(c23)S1(=O)=O)c1ccccc1,98,97,-6,2,98,108,94,101
c1ccc(N=Nc2ccc3cccccc2-3)cc1,101,101,-2,2,105,86,99,98
COCC(C)NC(=O)CSc1nnc(-c2cccc(S(=O)(=O)N3CCCCC3)c2)o1 (stereo unspecified),104,106,20,4,108,102,104,92
Cc1ccc(/C=C(\C#N)C(=O)NCC2CCCO2)o1 (stereo unspecified),102,101,6,1,106,124,102,103
Cc1ccc(S(=O)(=O)NCC(c2ccco2)N2CCc3ccccc3C2)cc1 (stereo unspecified),113,99,-8,1,101,100,103,117
O=C(/C=C\c1ccccc1)Nc1nccs1,97,93,-2,0,104,89,94,101
COc1ccc2nc(NC(=O)C(NS(=O)(=O)c3cccs3)C(C)C)sc2c1 (stereo unspecified),106,107,9,2,106,102,97,99

# Source: PubChem BioAssay (NMMLSC)
